# TcdB inh: TcdB glycohydrolase inhibition. AID 652162. P18177. inhibition, % at 9.99 µM. TcdB glycohydrolase enzymatic assay, plate reader. 0.24% of 350,000 active; in the data active = inhibition above about 10%
# PfHsp40 rescue: rescue of PfHsp40-mediated yeast toxicity. growth rescue, % at 12.5 µM. S. cerevisiae expressing PfHsp40, growth rescue, ATP luminescence. AID 504582. 0.68% of 340,000 active; in the data active = growth rescue above about 28%, passing the limit was not always enough; inconclusive = no clear call, values can overlap the other calls;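 also: yeast W303a lacking pdr1 and pdr3 grown in galactose medium; growth measured after three days at 30 °C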
# Anthrax LF prot: anthrax lethal factor protease inhibition; P15917; multiplex microsphere protease cleavage assay, LF; inhibition, % at 10 µM; 0.12% of 360,000 active; also: plate controls were buffer without enzyme for full effect and enzyme alone for no effect
# Target sequence (P15917 whole entry, looked up): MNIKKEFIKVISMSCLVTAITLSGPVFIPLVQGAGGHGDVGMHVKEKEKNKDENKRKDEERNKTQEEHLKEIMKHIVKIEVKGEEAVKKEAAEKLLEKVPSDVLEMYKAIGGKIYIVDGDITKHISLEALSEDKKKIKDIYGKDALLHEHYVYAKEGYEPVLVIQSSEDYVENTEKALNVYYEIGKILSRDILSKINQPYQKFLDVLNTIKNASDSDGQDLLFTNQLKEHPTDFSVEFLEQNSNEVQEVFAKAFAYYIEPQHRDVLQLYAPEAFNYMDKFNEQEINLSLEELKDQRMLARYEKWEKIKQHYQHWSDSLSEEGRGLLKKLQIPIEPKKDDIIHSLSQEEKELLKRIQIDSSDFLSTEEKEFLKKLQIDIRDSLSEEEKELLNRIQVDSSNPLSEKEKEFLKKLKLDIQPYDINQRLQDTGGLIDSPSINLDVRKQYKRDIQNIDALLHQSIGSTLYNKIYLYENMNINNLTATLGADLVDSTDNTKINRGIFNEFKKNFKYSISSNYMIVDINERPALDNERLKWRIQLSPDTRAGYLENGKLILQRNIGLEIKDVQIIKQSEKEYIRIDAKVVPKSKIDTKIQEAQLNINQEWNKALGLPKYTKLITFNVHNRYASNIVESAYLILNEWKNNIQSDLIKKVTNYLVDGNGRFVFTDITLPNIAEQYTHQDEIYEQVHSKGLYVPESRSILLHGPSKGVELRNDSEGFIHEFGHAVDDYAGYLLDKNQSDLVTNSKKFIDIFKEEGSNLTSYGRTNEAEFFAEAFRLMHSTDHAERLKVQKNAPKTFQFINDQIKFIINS
# SARS 3CLpro inh: SARS-CoV 3CLpro protease inhibition; recombinant SARS-CoV 3CLpro, quenched FRET peptide cleavage; inhibition, % at 6 µM; 0.14% of 290,000 active; AID 1706; in the data active = inhibition above about 12%
# PriA SSB inh: inhibitors of Klebsiella pneumoniae PriA binding to SSB C-terminal tail. AlphaScreen SSBct-PriA binding, biotinylated peptide. 0.6% of 430,000 active. inhibition, % at 33 µM; in the data active = inhibition mostly above about 37%, no sharp cut-off; inactive = mostly below about 20%;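 also: plate controls were negative control peptide for no effect and reference peptide for full effect; strong numbers were not always called active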
# BoNT-A LC inh2: inhibitors of Botulinum neurotoxin A light chain protease; multiplex microsphere protease substrate cleavage, flow cytometry; inhibition, % at 10 µM; 0.17% of 360,000 active; AID 588499; also: plate controls were buffer without enzyme for full effect and enzyme alone for no effect
# Yp Topo-I inh: blocks Yersinia pestis topoisomerase I activity. Y. pestis Topo-I cleavage product accumulation, plate reader. activity, % at 10 µM. 0.064% of 360,000 active. AID 504884; in the data active = activity above about 50%, passing the limit was not always enough; inconclusive = no clear call, values can overlap the other calls; also: inactives centre near 2
# DUSP3 inh: inhibitors of human VHR1 phosphatase (DUSP3); P51452; inhibition, % at 13.3 µM; AID 1654; 0.52% of 290,000 active; recombinant VHR phosphatase, pNPP absorbance; in the data active = inhibition above about 50%; also: some compounds called inactive have numbers as strong as hits
# Target sequence (P51452 whole entry, looked up): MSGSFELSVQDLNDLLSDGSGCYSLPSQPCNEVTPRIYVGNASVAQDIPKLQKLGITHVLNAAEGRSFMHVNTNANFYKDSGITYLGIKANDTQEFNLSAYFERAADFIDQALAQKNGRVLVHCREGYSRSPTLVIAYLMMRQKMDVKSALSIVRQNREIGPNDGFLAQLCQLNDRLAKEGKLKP
# CCHFV vOTU inh: blocks the CCHF virus ovarian tumor domain protease. AID 651958. CCHFV vOTU protease, Pep-AMC fluorescence. inhibition, % at 11.5 µM. 0.55% of 370,000 active; in the data active = inhibition above about 30%; also: 0% = vehicle wells with enzyme and 100% = no enzyme wells
# BH1578 lux ind: quorum light induction in luxS cqsA deficient V. cholerae. V. cholerae BH1578 lux reporter, luminescence, 6 h. activation, % at 18.7 µM. 0.16% of 350,000 active. AID 588436; in the data active = activation mostly above about 9.7%, no sharp cut-off; inconclusive = no clear call, values can overlap the other calls; inactive = mostly below about 3.7%; also: not every result past the cut was called active; inactives centre near 0; reference of the scale not given here
# Starred values were filed as active, the others as inactive; i = inactive; ? = inconclusive; . = no result given. Rule as the data show it, unless noted: active = inhibition above about 30%; inconclusive = no clear call, values can overlap the other calls; inactive = below that. Only part of the results is shown (hit frequency here may not be typical).
SMILES,TcdB inh,PfHsp40 rescue,Anthrax LF prot,SARS 3CLpro inh,PriA SSB inh,BoNT-A LC inh2,Yp Topo-I inh,DUSP3 inh,CCHFV vOTU inh,BH1578 lux ind
CC(=O)O/N=C(\N)c1cnn2c(C(F)(F)F)cc(C(F)(F)F)nc12,-0.1,0.2,2,5,.,-0.1,0,31,-7,-0.6
CN(CC(=O)Nc1ccc(F)c(F)c1F)C(=O)Cc1ccc(S(=O)(=O)N2CCOCC2)s1,1.0,0.2,-7,.,-4,-1.0,-1,.,-7,3.1
COc1ccc(S(=O)(=O)N2CCC(C(=O)NCCC(=O)NCc3ccncc3)CC2)cc1,0.7,0.3,1,-5,-6,0.8,1,7,4,-0.1
CC1CCCN(C(=O)CCS(=O)(=O)Cc2ccccc2)C1 (stereo unspecified),.,2.1,-3,-6,-13,-0.2,2,21,-1,-2.0
COc1cc(C2c3cc4c(cc3OC(N3CCCCC3)C2C)OCO4)cc(OC)c1O (stereo unspecified),-13,-1.0,4,.,3,-0.6,8,.,9,i
CCC1NC(=S)NC(C)=C1C(=O)c1ccccc1 (stereo unspecified),1.5,-0.6,-7,-6,-8,0.4,-2,8,-3,-0.6
CC(=O)C1=C(C)Nc2ncnn2C1c1ccccc1 (stereo unspecified),0.7,0.3,5,1,0,-1.0,4,-9,20,-0.6
N#CC1=C(N)N(c2ccccc2)C(c2ccco2)C1(C#N)C#N (stereo unspecified),.,-1.3,-4,-1,16,-0.9,-7,9,3,-6.2
Cc1ccc(CNC(=O)CSc2nnc(CNC(=O)c3ccc(F)cc3)o2)cc1,0.2,.,1,.,.,0.3,4,.,2,-3.0
CCCC(=O)Nc1c2c(nn1-c1ccc(C)cc1C)CSC2,.,0.5,-4,5,2,0.4,7,21,-14,i
CC1(C)C(=O)Nc2ccccc2N1C(=O)COC(=O)C12CC3CC(CC(O)(C3)C1)C2,.,-2.1,-2,-1,-14,1.7,8,15,-19,-1.9
O=C1c2ccccc2C(O)(c2ccccc2)N1c1ccncc1 (stereo unspecified),-0.6,-0.4,-11,0,-2,-1.0,-7,23,8,-0.5
CCOC(=O)CSc1nc2cc3c(cc2cc1C)OCO3,1.8,-1.7,-1,3,-6,0.1,20,20,0,0.8
COc1ccc(Nc2nc(N)c([N+](=O)[O-])c(N3CCCC3)n2)cc1,1.4,0.0,-9,-2,30,-3.3,-3,15,12,i
Cc1cc(C)n2nc(C(=O)N/N=C/c3cccs3)nc2n1,0.9,1.2,-6,-1,.,-0.9,-4,-10,5,i
COc1cccc(NC(=O)C2CSC3(C)CCC(=O)N23)c1 (stereo unspecified),3.3,-0.2,.,.,-1,.,2,.,7,-0.5
Cc1ccc(N2C(=S)NC3c4cc(Cl)ccc4OC2(C)C3C(=O)N(C)C)cc1 (stereo unspecified),1.2,-2.1,2,5,16,0.3,29,8,15,-1.4
CC1=N/C(=C\c2ccccc2Cl)C(=O)O1,-1.0,-1.3,8,.,0,0.1,-2,.,8,-0.4
CCN(CC)S(=O)(=O)c1ccc(C(=O)OCC(=O)N2CCN(C(=O)c3ccco3)CC2)cc1,.,-0.9,-1,4,-9,0.9,10,4,-2,0.7
CCC1CCCN1Cn1cnc2c([nH]c3ccc(C)cc32)c1=O (stereo unspecified),.,0.7,-3,-1,1,-0.2,2,23,-21,-0.2

# Complete entries, quoted from the list. Order of screens: TcdB inh | PfHsp40 rescue | Anthrax LF prot | SARS 3CLpro inh | PriA SSB inh | BoNT-A LC inh2 | Yp Topo-I inh | DUSP3 inh | CCHFV vOTU inh | BH1578 lux ind
# O=C1c2ccccc2C(O)(c2ccccc2)N1c1ccncc1 (stereo unspecified) is entered as -0.6 | -0.4 | -11 | 0 | -2 | -1.0 | -7 | 23 | 8 | -0.5
# CC1(C)C(=O)Nc2ccccc2N1C(=O)COC(=O)C12CC3CC(CC(O)(C3)C1)C2 is entered as . | -2.1 | -2 | -1 | -14 | 1.7 | 8 | 15 | -19 | -1.9
# Cc1ccc(N2C(=S)NC3c4cc(Cl)ccc4OC2(C)C3C(=O)N(C)C)cc1 (stereo unspecified) is entered as 1.2 | -2.1 | 2 | 5 | 16 | 0.3 | 29 | 8 | 15 | -1.4
# COc1cccc(NC(=O)C2CSC3(C)CCC(=O)N23)c1 (stereo unspecified) is entered as 3.3 | -0.2 | . | . | -1 | . | 2 | . | 7 | -0.5
# N#CC1=C(N)N(c2ccccc2)C(c2ccco2)C1(C#N)C#N (stereo unspecified) is entered as . | -1.3 | -4 | -1 | 16 | -0.9 | -7 | 9 | 3 | -6.2

# Continuation.
SMILES,TcdB inh,PfHsp40 rescue,Anthrax LF prot,SARS 3CLpro inh,PriA SSB inh,BoNT-A LC inh2,Yp Topo-I inh,DUSP3 inh,CCHFV vOTU inh,BH1578 lux ind
COc1ccccc1OCCSc1nnc(C)n1-c1ccccc1,.,0.2,-2,0,-6,0.3,16,33,7,-5.9
O=C(CCC(=O)N(CC(=O)NC1CCCC1)Cc1ccccc1Cl)Nc1nccs1,1.7,-1.2,-7,3,-3,-1.5,7,16,2,i
CCOC(=O)N1CCN(C(=O)c2cnn3c(C)c(Cc4ccc(C)cc4)c(C)nc23)CC1,.,0.6,0,2,0,?,30,15,.,-0.9
Cc1[nH]oc(=O)c1N=Nc1c(Cl)cccc1Cl,.,20,1,2,-10,-0.3,3,2,36*,-0.3
Cc1cccc(C(=O)N/N=C/c2ccoc2)c1,-0.4,0.1,-2,0,.,0.7,-2,24,-6,i
CCOC(=O)c1c(N)nn(C(=O)C(C)C)c1-c1ccc(OC)cc1,.,1.3,-2,4,-24,0.3,7,27,2,-0.2
COc1ccc(N=Cc2c(O)ccc3ccccc23)cc1,-0.2,0.5,-2,6,-5,1.4,-6,26,18,-1.1
CC(=O)Nc1cnc2ccccc2n1,.,-1.4,0,3,-9,-1.2,-1,13,16,i
CC1=C(C(=O)NCc2ccccc2)C(c2cccnc2)n2ncnc2N1 (stereo unspecified),.,-1.3,7,3,1,-0.3,-3,26,-7,i
CCN(C[C@H]1N[C@@](CC)(C(=O)OC)[C@H]2C(=O)N(Cc3ccccc3)C(=O)[C@@H]12)C(=O)Nc1ccc(C)cc1,0.9,0.5,-13,.,-1,-0.7,4,.,8,1.0
O=C(Nc1sc2c(c1C(=O)O)CCC2)C(=O)N1CCOCC1,0.4,-1.4,-3,-1,-3,-1.0,-2,-2,13,-0.3
CCCCc1ccc(NC(=S)N2CCN(c3ccccn3)CC2)cc1,0.9,2.4,18,-1,8,0.6,38,44,-8,-0.6
Clc1ccc(-n2cccc2/C=N/n2cnnc2)cc1,.,-0.1,0,-1,.,0.0,-7,26,7,-0.4
O=C(Nc1c[nH]c(=O)[nH]c1=O)c1cccc(F)c1,-0.4,-2.7,-5,-5,-2,-0.7,0,-3,7,i
N#Cc1ccc(S(=O)(=O)N2CCN(C(=O)c3cn(-c4ccccc4)nc3-c3cccnc3)CC2)cc1,0.5,-1.4,1,.,-5,1.7,-1,.,-7,-4.2
CC(=O)c1c(N2CCOCC2)nc(=S)n(Cc2ccccc2)c1C,.,0.0,5,-6,5,4.2,2,-6,7,0.2
CCOC(=O)c1ccc(Nc2ccc(C(C)=O)cc2)cc1,2.0,.,-3,.,.,-0.4,.,.,10,.
CCN1C(=O)C(CC(=O)Nc2ccc(F)cc2)N(CCc2ccc(OC)cc2)C1=S (stereo unspecified),1.8,-0.8,-3,3,-15,-1.5,4,-5,4,-0.4
COc1ccc(C(=O)NC(=S)Nc2ccc3[nH]c(=O)[nH]c3c2)cc1Br,1.5,.,-14,.,.,-0.2,-6,.,-5,-0.5
Cc1cc(C)n(C(=O)C(C)n2nc([N+](=O)[O-])c(Br)c2C)n1 (stereo unspecified),1.8,0.6,1,-2,-2,0.3,3,15,-11,i
O=C1CC(NCc2ccc(F)cc2)C(=O)N1c1ccccc1 (stereo unspecified),0.8,0.0,-2,6,-30,-0.1,3,3,14,i
CSc1ccc(CNc2ccc(C)cc2)cc1,0.6,2.2,-7,-5,27,-1.0,23,17,7,i
COc1cc2c(cc1OC)CN(C(=O)C1CCCN1S(=O)(=O)c1ccc(C)cc1)CC2 (stereo unspecified),1.6,-0.7,3,-1,-5,-0.3,12,21,7,-0.3
O=C(N=C1SC2CS(=O)(=O)CC2N1c1ccccc1)c1cccc([N+](=O)[O-])c1 (stereo unspecified),3.0,-1.5,1,.,-14,4.3,2,.,-1,i
COc1ccc(N2CCN(c3nc4c(c(=O)n(C)c(=O)n4C)n3Cc3ccccc3)CC2)cc1,.,-0.2,-9,1,-1,0.0,15,4,7,2.8
C[C@H]1CN[C@@H](CCO)/C1=C\c1ccccc1,0.8,-1.2,2,.,2,0.7,-1,.,0,-1.9
COc1ccc(C(=O)Nc2ccc(-c3ccc(C)o3)cc2)cc1S(=O)(=O)N1CCOCC1,.,-0.9,-6,-2,0,-0.2,-6,-5,16,i
Cc1ccc2c(CN3CC(C)CC(C)C3)cc(=O)oc2c1 (stereo unspecified),0.4,0.6,-3,0,-7,-1.2,-8,6,1,-0.7
COc1ccc(CCN2CCC(CN3C(=S)NC[C@@H]3CC(C)C)CC2)cc1OC,1.0,0.2,1,.,-5,0.1,-6,.,-8,i
CC1CC1C(=O)OCC(=O)Nc1cccc(F)c1 (stereo unspecified),-0.9,-0.7,-4,.,-7,-0.5,-3,.,-6,1.7
CC(C)CC(OC(=O)c1cccs1)C(=O)NCc1cccs1 (stereo unspecified),.,0.5,-4,1,-4,-0.6,0,3,9,5.7
COC(=O)CSc1nc(C)cc(C)n1,0.4,-1.0,-3,-3,-5,-0.9,3,37,-1,i
CC1CCCC(C)N1/N=C/c1ccc(O)c(O)c1 (stereo unspecified),-3.9,0.6,-9,0,.,-2.7,1,83,-1,-0.6
COc1cccc(/C=C/C(=O)Nc2ccc3nc4n(c(=O)c3c2)CCCC4)c1OC,-0.7,0.1,-2,-5,-11,-0.8,7,20,14,i
Cc1nnc(N/N=C/c2ccc(O)c([N+](=O)[O-])c2)[nH]c1=O,.,-0.6,-1,-7,.,-1.0,-2,28,32*,-5.1
CCOC(=O)c1sc(NC(=O)CSc2nc(-c3ccco3)cc(C(F)(F)F)n2)c(C#N)c1C,-0.5,0.4,0,0,-6,0.4,-2,2,3,i
CCN1CCN(c2oc(-c3ccccc3)nc2S(=O)(=O)c2ccc(C)cc2)CC1,1.0,1.0,6,.,7,2.2,4,.,5,0.9
FC(F)(F)c1nnc(-c2ccccc2)nc1Sc1ccccc1,.,-1.4,-2,1,-11,-0.4,12,40,-1,0.3
O=C(c1cc(COc2cccc3cnccc23)on1)N1CCC(c2ccccc2Cl)C1 (stereo unspecified),-0.3,0.3,0,-1,-4,-1.3,41,2,3,-2.5
COc1ccc(CNc2nc3nc(-c4ccccc4)cc(=O)n3[nH]2)cc1OC,.,1.3,-11,1,-15,0.6,-5,-10,3,1.0
CCOC(=O)CN=C/C(C(=O)Nc1nccs1)=C(/C)O,0.8,-0.2,2,1,.,1.1,-8,18,4,0.0
O=C(O)c1ccc(Cl)c(S(=O)(=O)Nc2cccc(C(=O)Nc3cccc(C(F)(F)F)c3)c2)c1,1.1,1.5,3,5,5,-2.6,4,-15,13,2.2
CCS(=O)(=O)Nc1ccc2c(c1)N(C(C)=O)c1ccccc1CC2,.,0.0,2,0,-6,0.2,-4,32,-6,-2.2
CNCc1c(OCc2ccccc2F)ccc2ccccc12,-0.4,0.4,-6,-7,3,0.5,-10,10,11,-0.9
CCOc1ccc(CCNC(=O)Nc2ccccc2)cc1OCC,0.8,0.7,-4,-2,-7,1.4,8,6,-1,0.0
N#Cc1nc(-c2ccccc2Cl)oc1N1CCN(C(=O)c2ccco2)CC1,-0.1,-1.8,0,-3,-12,-1.8,4,18,0,-0.9
CNC(=O)C[C@H]1C(=O)N(c2ccc(OC)cc2)C[C@@H]1C,-3.1,.,2,.,.,-0.4,5,.,8,-0.3
COc1ccccc1-n1c(SCC(=O)N2CCCC2)nc2cccnc21,.,-1.2,-4,3,-7,-0.5,-4,7,8,-0.3

# Bioassay records from PubChem BioAssay.
